Assay outcomes as filed in PubChem.
GCN5L2 inh: qHTS Assay for Inhibitors of GCN5L2 | GCN5L2 HAT assay, ThioGlo1 CoA-SH fluorescence | Potency, µM (series often up to 58.9 µM), without a hit: top-dose activity change, negative = inhibition, hits mostly inhibitors | 390,000 tested, 0.21% active
Target sequence (Q92830 whole entry, looked up): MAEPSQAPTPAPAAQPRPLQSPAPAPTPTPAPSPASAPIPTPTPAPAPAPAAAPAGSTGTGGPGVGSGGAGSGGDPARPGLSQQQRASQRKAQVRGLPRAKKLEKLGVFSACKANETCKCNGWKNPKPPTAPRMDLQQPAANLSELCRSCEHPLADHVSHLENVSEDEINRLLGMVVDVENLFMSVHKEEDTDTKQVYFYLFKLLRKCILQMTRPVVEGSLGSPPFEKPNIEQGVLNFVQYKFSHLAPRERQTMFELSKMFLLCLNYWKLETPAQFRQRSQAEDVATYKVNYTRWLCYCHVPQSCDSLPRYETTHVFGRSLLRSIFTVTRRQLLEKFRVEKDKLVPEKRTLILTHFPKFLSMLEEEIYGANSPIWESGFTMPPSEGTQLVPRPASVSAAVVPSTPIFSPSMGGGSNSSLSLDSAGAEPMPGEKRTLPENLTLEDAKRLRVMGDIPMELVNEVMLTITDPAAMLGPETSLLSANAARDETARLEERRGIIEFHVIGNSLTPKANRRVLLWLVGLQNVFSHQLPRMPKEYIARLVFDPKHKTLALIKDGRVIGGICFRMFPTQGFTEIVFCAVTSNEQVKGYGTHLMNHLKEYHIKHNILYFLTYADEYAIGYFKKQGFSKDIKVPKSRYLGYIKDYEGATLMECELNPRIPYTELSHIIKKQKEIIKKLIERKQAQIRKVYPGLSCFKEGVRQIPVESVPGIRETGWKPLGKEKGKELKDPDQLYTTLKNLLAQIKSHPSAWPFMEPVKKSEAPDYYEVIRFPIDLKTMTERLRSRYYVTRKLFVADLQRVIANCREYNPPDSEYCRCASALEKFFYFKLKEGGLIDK
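Free CoA generated was detected with ThioGlo1 (50uM) fluorescence at Ex340nm/Em540nm, read immediately and after 20 min at room temperature. Enzyme, 20 nM in HEPES pH 7.5 buffer, saw compounds 15 min before adding 75uM H3(1-25) peptide and 70uM acetyl-CoA.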
DT40 TDP1 no CPT: qHTS for Inhibitors of human tyrosyl-DNA phosphodiesterase 1 (TDP1): qHTS in cells in absence of CPT. Potency, µM (doses to about 46.2 µM), for the others: top-dose activity change, negative = growth inhibition, usual class: inhibitors. 420,000 tested, 15% active. DT40 Tdp1-/- hTDP1 cells, no CPT, ATP luminescence, 48 h; note: nearly all actives have a fitted effect of over 55% in size
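No-CPT arm: Tdp1-/-;hTDP1 DT40 cells (400/well) plus compounds, incubated ≥48 hr at 37 °C. Readout CellTiter-Glo luminescence.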
TDP1 cell CPT: qHTS for Inhibitors of human tyrosyl-DNA phosphodiesterase 1 (TDP1): qHTS in cells in presence of CPT | AID 686979, 2013 | Potency, µM (doses to about 46.2 µM), inactives show at the highest dose activity change, negative = growth inhibition, usual class: inhibitors | 420,000 tested, 12% active | chicken DT40 Tdp1-/-;hTDP1 cells + 20 nM CPT, ATP luminescence, 48 h; note: nearly all actives have a fitted effect of over 55% in size
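Cell growth measured by CellTiter-Glo luminescence after a minimum 48 h, 37 C compound exposure with 20 nM CPT in Tdp1-knockout DT40 cells stably expressing hTDP1, seeded 400/well; qHTS titration format.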
Starred values were filed as active, the others as inactive; ? = inconclusive; / = no result given; & = joins results of further samples; [ ] = dose if it differs, or a comment. Calls come from the whole dose curve; as a rule, active = well fitted curve in the direction sought with a large enough effect; inconclusive = small, poorly fitted or top-dose-only effect, or another doubt; inactive = no such curve, though single readings can be large; an effect the other way counts as inactive or inconclusive. % is set by controls: 0 for no effect and ±100 for the full control effect; potency is the fitted concentration of half-maximal effect.

Preview:
SMILES,GCN5L2 inh,DT40 TDP1 no CPT,TDP1 cell CPT
CCc1ccc([C@H]2[C@@H]3C(=O)C[C@@H]4C(=O)N(C)C(=O)[C@@H]4[C@@H]3CN2S(=O)(=O)c2ccc(C)cc2)cc1,/,-13.3%,-2.1%
COc1cc(OC)cc(C(=O)NCC2CCCN(Cc3ccc(SC)cc3)C2)c1 (centres undefined),-5.9%,16.4µM*,?

The listing, from the first entry:
SMILES,GCN5L2 inh,DT40 TDP1 no CPT,TDP1 cell CPT
CCc1ccc([C@H]2[C@@H]3C(=O)C[C@@H]4C(=O)N(C)C(=O)[C@@H]4[C@@H]3CN2S(=O)(=O)c2ccc(C)cc2)cc1,/,-13.3%,-2.1%
COc1cc(OC)cc(C(=O)NCC2CCCN(Cc3ccc(SC)cc3)C2)c1 (centres undefined),-5.9%,16.4µM*,?
CCOc1ccccc1Nc1nc(-c2ccc(C)cc2)c(CC(=O)O)s1,1.1%,-13.7%,?
CCC(C)(C)n1nnnc1C(c1cc2ccc(OC)cc2[nH]c1=O)N1CCc2ccccc2C1 (centres undefined),-3.3%,?,?
O=[N+]([O-])c1ccc2c(c1)oc1ccccc12,31.1%[activator],-1.6%,-13.9%
CCS(=O)(=O)N1CCC(C(=O)Oc2ccccc2Cl)CC1,-7.4%,-1.2%,9.8%
CCCCC(C(=O)O)C(C)CC(=O)NNC(=O)c1ccco1 (centres undefined),6.7%,5.0%,6.8%
O=C(CN1C(=O)CC(c2ccc(F)cc2)=Nc2ccccc21)NCc1ccccc1Cl,-1.4%,25.9µM*,?
COC(=O)c1cccc(OCCCN2CCC(C(O)(c3ccccc3)c3ccccc3)CC2)c1,/,?,?
CC(C)C1=CC2=CC[C@@H]3[C@@](C)(C(=O)O)CCC[C@]3(C)C2CC1 (some centres undefined),/,-10.5%,3.5%
O=S(=O)(c1ccc2c(c1)nc1n2CCC1)N1CCOCC1,-5.5%,-14.7%,-3.7%
Cc1ccc(NC(=O)c2ccccc2NC(=O)CCC(=O)O)cc1,-2.5%,-13.6%,0.1%

Entries of single compounds, looked up by structure. Order of screens: GCN5L2 inh | DT40 TDP1 no CPT | TDP1 cell CPT
Results for CCc1ccc([C@H]2[C@@H]3C(=O)C[C@@H]4C(=O)N(C)C(=O)[C@@H]4[C@@H]3CN2S(=O)(=O)c2ccc(C)cc2)cc1 → / | -13.3% | -2.1%
Results for COc1cc(OC)cc(C(=O)NCC2CCCN(Cc3ccc(SC)cc3)C2)c1 (centres undefined) → -5.9% | 16.4µM* | ?
Results for CC(C)C1=CC2=CC[C@@H]3[C@@](C)(C(=O)O)CCC[C@]3(C)C2CC1 (some centres undefined) → / | -10.5% | 3.5%
Results for Cc1ccc(NC(=O)c2ccccc2NC(=O)CCC(=O)O)cc1 → -2.5% | -13.6% | 0.1%
Results for CCS(=O)(=O)N1CCC(C(=O)Oc2ccccc2Cl)CC1 → -7.4% | -1.2% | 9.8%

Following part.
SMILES,GCN5L2 inh,DT40 TDP1 no CPT,TDP1 cell CPT
CCn1c(=N)n(CC(=O)OC)c2ccccc21,-3.2%,0.8%,0.4%
Cc1ccc(NC(=O)c2ncn(CC(=O)N[C@H](C)c3cccc4ccccc34)n2)cc1C,-2.6%,?,?
CCN(CC(=O)Nc1cc(Cl)ccc1C)CC(=O)NC1CC1,/,-11.5%,3.0%
CC(C)Oc1cccc(C(=O)NC2=NCCS2)c1,-1.9%,0.4%,7.5%
Cc1ccccc1NC(=S)N1CCC(C(=O)c2ccc(F)cc2)CC1,2.2%,-12.9%,1.2%
Cc1ccccc1-c1ccc(CN2C(C(C)C)C(=O)N(Cc3cn(CCC4OCCO4)nn3)CCS2(=O)=O)cc1 (centres undefined),/,18.4µM*,?
COc1ccc(N(CC(=O)NC2CCCCC2)C(=O)CCCC(=O)Nc2ccccn2)c(OC)c1,2.3%,-9.3%,-12.8%
Cc1cc(NC(=O)CSc2ncc(C(F)(F)F)cc2Cl)no1,-7.3%,-18.9%,2.6%
N=C(N=C(N)N)N1CCc2ccccc21,-2.1%,13µM*,?
CCOc1ccccc1C(=O)N(Cc1cccs1)c1ccc(Cl)cc1,-14.7%,10.3µM*,16.4µM*
CC(O)(CS(=O)(=O)Cc1ccccc1)c1ccccc1Cl (centres undefined),-2.7%,13.3%,-28.8%
CCc1cc(CNC(=O)CC2C(=O)NCCN2Cc2cccc(OC)c2)on1 (centres undefined),0.1%,8.5%,-22.2%

Further entries.
SMILES,GCN5L2 inh,DT40 TDP1 no CPT,TDP1 cell CPT
COc1cc2cnc(-c3ccsc3)c(-c3ccc(F)cc3)c2cc1OC,2.1%,?,?
O=C(Nc1ccc2c(c1)CCCN2C(=O)c1cccs1)c1cccc(C(F)(F)F)c1,-14.9%,9.2µM*,13µM*
COc1ccc2c(CN3CCN(c4ccccc4F)CC3)cc(=O)oc2c1,/,?,?
COc1ccc(-c2cccc(NC(=O)COc3ccc(Cl)cc3)c2)nn1,-3.8%,-13.7%,-23.3%
Cc1ccc(CNC(=O)C2CCCN(S(=O)(=O)c3cn(C)cn3)C2)cc1 (centres undefined),-11.6%,-5.5%,17.2%
CCc1ccccc1NC(=O)Nc1cccn(Cc2ccccc2F)c1=O,-4.0%,?,?
Cc1cc(=O)oc2cc(OCC(=O)N3CC(C)OC(C)C3)ccc12 (centres undefined),-15.9%,-23.3%,-7.0%
O=C(NCc1ccc(F)cc1)c1ccc(NC(=O)N2CC3CCCN3c3ccccc32)cc1 (centres undefined),-9.4%,11.6µM*,16.4µM*
CCCCC(=O)NC(=S)NNC(=O)CC#N,4.9%,-19.2%,-19.8%
c1ccc(COc2cccc(CNn3cnnc3)c2)cc1,-7.1%,-14.4%,-20.3%
CC1CCCN(C(=O)c2ccc(-c3ccccc3Cl)o2)C1 (centres undefined),-13.6%,?,11.6µM*
COc1cccc(NC(=O)c2nnn(Cc3ccc(OC)c(Br)c3)c2N)c1,-7.7%,-54.8%,0.1%

(cont.)
SMILES,GCN5L2 inh,DT40 TDP1 no CPT,TDP1 cell CPT
CN1c2ccccc2-c2nc3ccccc3n2C1c1ccco1 (centres undefined),?,?,?
Cc1ccc(NC(=O)CN2C(=O)c3ccccc3C2=O)nc1,-2.2%,-21.7%,-3.7%
Cn1c(SCC(=O)NCC2COc3ccccc3O2)nnc1C(F)(F)F (centres undefined),-1.1%,-3.5%,0.3%
CN(C)CCNc1ncnc2sc(-c3ccccc3)cc12,8.9%,18.4µM*,?
CCCOc1ccc(F)cc1-c1cc(C(=O)NC2CCCCC2)[nH]n1,/,?,-7.1%
O=C(O)/C=C1\CCCc2ccccc2C1O (centres undefined),-4.5%&-12.6%,-2.9%&4.7%,-11.3%&6.4%
O=C(/C=C/c1cccc(Cl)c1)NCc1cccs1,-0.3%,?,?
Cc1ccc(-c2[nH]c(-c3ccccc3)nc2SCC(=O)NCC2CCCO2)cc1 (centres undefined),-1.5%&-3.8%,23.1µM*,14.6µM*
Cc1ccc(Nc2cc(-n3nc(C)cc3C)ncn2)cc1,0.1%,-28.4%,-21.2%
COc1ncc(-c2ccc(N3C(c4ccsc4)=Cc4ccc(F)cc4C3CC(C)=O)cc2)cn1 (centres undefined),/,?,?
C(=N\C(/N=C/c1ccco1)c1ccco1)/c1ccco1,-0.8%,?,-11.8%
CC1CCN(S(=O)(=O)c2ccc(S(=O)(=O)NCC(=O)C(C)(C)C)cc2)CC1,-1.6%,-0.9%,6.8%

The list continues:
SMILES,GCN5L2 inh,DT40 TDP1 no CPT,TDP1 cell CPT
O=c1[nH]c2cc3c(cc2cc1CN(CCO)S(=O)(=O)c1ccccc1Cl)OCCO3,-14.4%,-25.7%,-25.2%
O=C(O)c1cccnc1C(=O)O,2.9%&3.3%,0.8%&-3.3%&-2.1%,11.1%&3.4%&2.5%
Cc1cc(NC(=O)CN2C(=O)CC(c3ccco3)Sc3ccccc32)no1 (centres undefined),-12.0%,?,?
Cc1ccc(C(=O)Nc2ccc(NC(=O)c3cccs3)cc2)c(C)c1,3.1%,-23.5%,0.6%
CCCn1c(=O)[nH]c(=O)c2c1nc(-c1cccs1)n2CCOC,-11.1%,-10.2%,1.8%
COc1cc(C(=O)Nc2ccccc2NC(=O)c2cc(OC)c(OC)c(OC)c2)cc(OC)c1OC,2.8%,-9.3%,2.6%
CCC(CC)=C(C#N)C(=O)NC1CCCCC1,-1.1%,-23.7%,?
COc1cc(C=C(c2nc3ccccc3s2)c2nc3ccccc3s2)cc(OC)c1O,-9.9%,?,23.1µM*
CCc1ccc(N2C(=O)c3sc4nnc(-c5ccccc5)c(=O)n4c3C2=O)cc1,0.0%,13µM*,11.6µM*
Cc1cc(C#Cc2c(-c3ccccc3)n(C)c3ccccc23)ccc1F,-7.5%,-26.5%,?
COc1ccc2c(CNCc3cccs3)c(C(=O)O)n(Cc3ccc(F)cc3)c2c1,2.8%,9.2µM*,18.4µM*
Cc1nc2c3ccccc3n(Cc3ccccc3F)c2s1,-8.7%,?,?

Next section.
SMILES,GCN5L2 inh,DT40 TDP1 no CPT,TDP1 cell CPT
Cc1ccc(S(=O)(=O)N2CCOCC2)cc1C(=O)NC(=S)N1CC(C)OC(C)C1 (centres undefined),2.2%,3.5%,3.8%
CCCCC1CCC(C(=O)Nc2ccccc2)CC1 (centres undefined),-2.1%,-11.3%,-28.4%
COc1cccc(CNC(=O)C2CCCN2S(=O)(=O)c2ccc3c(c2)C(C)(C)C(=O)N3C)c1 (centres undefined),-6.4%,-17.2%,-14.8%
CC(=O)O[C@H]1[C@H](C)OC=C[C@@H]1OC(C)=O,-0.3%,16.4µM*,?
O=c1c(-n2cncn2)c[nH]n1-c1cccc(Cl)n1,-3.7%,-13.8%,3.9%
Cc1ccc(C(=O)NCC(=O)OCC(=O)Nc2cccc(S(=O)(=O)N3CCCC3)c2)cc1C,3.6%,11.6%,-26.5%
C=CCn1c(-c2ccc(OC)cc2)nc2ccccc21,-5.0%,9.2µM*,18.4µM*
O=C(NCc1ccco1)/C(=C/c1ccc(F)cc1)NC(=O)c1ccccc1,-2.5%,2.6%,0.6%
CCN1CCOC(=O)C1CC(=O)Nc1cccc(OC)c1 (centres undefined),-2.2%,20.6µM*,5.17µM*
CCOC(=O)Cn1cc(C(=O)C(=O)N2CCOCC2)c2ccccc21,-1.4%,22.2%,2.7%
CSc1ccc(/C=C/C(=O)c2c(O)cc(C)oc2=O)cc1,?,?,-100.3%
CCOC(=O)c1c(CC(C)C)csc1/N=C/C1=C(O)CCCC1=O,-5.6%,?,?

Later entries
SMILES,GCN5L2 inh,DT40 TDP1 no CPT,TDP1 cell CPT
Cc1ccc(N2C(=O)CSC23C(=O)N(CC(=O)NCc2ccccc2)c2ccccc23)cc1C (centres undefined),-2.3%,?,?
CCCC12CN3CC(CCC)(CN(C1)C3c1c[nH]c3ccc(OC)cc13)C2=O (centres undefined),-3.9%,10.3µM*,18.4µM*
CN(C(=O)CSc1nnc2ccccn12)C1CCS(=O)(=O)C1 (centres undefined),-8.1%,-21.0%,0.2%
Cc1cc(C)c(C)c(S(=O)(=O)N2CCC(C(=O)NCc3cccs3)CC2)c1C,/,?,-26.3%
CC(=O)Oc1oc(-c2ccccc2)nc1C=Nc1ccccc1,0.9%,?,-26.5%
OCC1(Cc2ccccc2)CCN(Cc2cnc(-c3ccc(Cl)cc3)nc2)CC1,-7.2%,23.1µM*,?
CCNC(=O)C1Cc2cc(S(=O)(=O)N3CCCC3)ccc2N1C(C)=O (centres undefined),-6.5%,10.3%,-9.8%
CNS(=O)(=O)c1ccc(NC(=O)C2c3ccccc3Oc3ccccc32)cc1,-1.7%,-14.1%,-15.3%
CCOc1ccccc1NC(=O)CCCn1cc([N+](=O)[O-])cn1,-16.6%,-0.2%,2.3%
O=S(=O)(c1ccc(F)cc1)N1CCC2(CC1)OCCN2S(=O)(=O)c1cccs1,-12.1%,?,?
Cc1ccc2onc(CC(=O)O)c2c1,0.1%,-5.7%,-8.2%
O=C(OCc1ccc(F)cc1)c1cccnc1Cl,-4.5%,7.9%,7.7%

Further structures
SMILES,GCN5L2 inh,DT40 TDP1 no CPT,TDP1 cell CPT
COc1ccc(/C(N)=N/OC(=O)CN(C)S(=O)(=O)c2ccccc2)cc1,-4.5%,-14.3%,2.2%
Cc1nn(-c2ccccc2)c(OC(=O)C(C)C)c1Sc1ccccc1,2.5%,?,-17.1%
CC1(C)Cc2c(sc(NC(=O)C(=O)N3CCCCC3)c2C(N)=O)CO1,-2.2%,18.9%,-26.3%
O=C(O)c1nn(CCOc2cccc(Cl)c2)c(=O)c2ccccc12,-19.8%,-8.5%,-6.3%
